CHRM1 agonist = human M1 muscarinic receptor agonists, primary screen, Fluo-8 calcium fluorescence, CHO-K1 cells, HTS; Muscarinic acetylcholine receptor M1 (Homo sapiens), P11229; CHO-K1 hM1, agonist mode; 0% DMSO, 100% acetylcholine EC100; activation, % at 3 µM; actives 0.33% (n = 360,000); AID 588814, 2011;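 active means activation above the run's mean compound activation plus 3 SD, cut at about 16% in these data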;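 further: peak over basal fluorescence ratio within a 140 s kinetic read after compound addition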
V1aR counter = agonists of human V1a receptor, primary screen, counter-screen for OXTR agonist project, fluorescence, CHO-V1R cells; Vasopressin V1a receptor (Homo sapiens), P37288; Fluo-8 calcium fluorescence, agonist mode; 0% DMSO, 100% 3 nM vasopressin; activation, % at 3 µM; actives 0.25% (n = 320,000);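 active means activation above the mean activation of all tested compounds plus 3 SD, per screening run, cut at about 20% in these data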;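 further: signal is peak over basal fluorescence ratio across a 100 second FLIPR read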
CHRM1 antagonist = human M1 muscarinic receptor antagonists, primary screen, CHO-K1 cells, Fluo-8 calcium fluorescence, 1536-well | Muscarinic acetylcholine receptor M1 (Homo sapiens), P11229 | CHO-K1 hM1, ACh EC80 antagonist | inhibition, % at 3 µM | actives 1.3% (n = 360,000);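 active means percent inhibition above its own plate's cutoff, namely the mean of that plate's compound wells plus 3 SD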;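 further: peak over basal fluorescence ratio during 140 s after agonist addition; 0% = ACh EC80 plus DMSO and 100% = DMSO alone without agonist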
OXTR ag = human OXTR agonists, primary screen, fluorescence, CHO-OTR cells, Fluo-8 calcium; Oxytocin receptor (Homo sapiens), P30559; Fluo-8 calcium fluorescence; normalized: DMSO 0%, oxytocin 100%; activation, % at 3 µM; actives 0.32% (n = 320,000); AID 2435, 2010;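 active means activation above the mean of all tested compounds plus 3 SD, cutoff set per screening run, cut at about 20% in these data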;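 further: peak over basal fluorescence ratio from a 100 s FLIPR kinetic read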
Target sequence (P30559 whole entry, looked up): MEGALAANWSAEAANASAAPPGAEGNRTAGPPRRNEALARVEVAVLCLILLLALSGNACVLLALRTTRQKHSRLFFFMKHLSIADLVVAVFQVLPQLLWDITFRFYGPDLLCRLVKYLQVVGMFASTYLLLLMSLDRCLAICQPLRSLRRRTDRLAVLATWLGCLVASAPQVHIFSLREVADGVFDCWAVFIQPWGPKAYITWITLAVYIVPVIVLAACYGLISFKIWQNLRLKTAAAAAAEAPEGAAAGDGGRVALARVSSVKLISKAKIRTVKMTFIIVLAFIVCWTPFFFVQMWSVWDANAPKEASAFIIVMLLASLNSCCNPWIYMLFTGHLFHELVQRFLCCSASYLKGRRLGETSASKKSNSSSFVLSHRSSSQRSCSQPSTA
CHRM1 PAM = human M1 muscarinic receptor positive allosteric modulators, primary screen, CHO-K1 cells, Fluo-8 calcium fluorescence, 1536-well; activation, % at 3 µM; actives 0.088% (n = 360,000); CHO-K1 hM1, ACh EC20; 0% = ACh EC20, 100% = maximal ACh; in the data active means activation above about 19%, passing the limit was not always enough
CHO parental Ca = ATP-evoked calcium signal inhibitors, parental CHO, primary screen, counter-screen for OX1R antagonist project, cell-based, fluorescence, Fluo-8 calcium dye; inhibition, % at 5.6 µM; parental CHO-K1, ATP-induced calcium, Fluo-8 fluorescence; AID 463079, 2010; actives 0.63% (n = 330,000);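 active means inhibition above that plate's mean sample inhibition plus 3 SD, cut at about 26% in these data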;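 further: 0% = ATP-challenged DMSO wells and 100% = DMSO wells without ATP; some compounds past the cut are filed as inactive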
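test system = CHO parental line | reagent = ATP stimulus | measured by = intracellular calcium via Fluo-8 no-wash fluorescent dye | control set = ATP and no-ATP DMSO wells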
TAAR1 ag = human TAAR1 agonists, primary screen, Fluo-8 calcium fluorescence, CHO RD-HGA16 cells | Trace amine-associated receptor 1 (Homo sapiens), Q96RJ0 | actives 0.99% (n = 360,000) | vehicle wells 0%, saturating PEA agonist 100% | activation, % at 3 µM;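 active means activation above the mean activation of all test compounds in the run plus 3 SD, cut at about 38% in these data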
Target sequence (Q96RJ0 whole entry, looked up): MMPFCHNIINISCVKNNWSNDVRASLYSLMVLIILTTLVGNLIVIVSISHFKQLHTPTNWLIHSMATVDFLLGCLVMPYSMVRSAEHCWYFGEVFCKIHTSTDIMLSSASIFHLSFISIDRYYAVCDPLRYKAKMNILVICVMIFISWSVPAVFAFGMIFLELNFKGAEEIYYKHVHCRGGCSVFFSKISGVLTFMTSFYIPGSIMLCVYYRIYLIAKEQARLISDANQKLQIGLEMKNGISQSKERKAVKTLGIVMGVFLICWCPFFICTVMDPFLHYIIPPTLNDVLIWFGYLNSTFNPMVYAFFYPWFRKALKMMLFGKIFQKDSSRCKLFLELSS
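Repeats: no replicates (n 1) | Material: CHO-derived RD-HGA16 cells with stable Gα16 and human TAAR1 | Technique: Kinetic Fluo-8 calcium fluorescence | Schedule: 17-24 h seeding, 75 min 37 °C dye, 30 min RT | Evaluation: % activation from peak over basal fluorescence ratio, DMSO-to-PEA scaled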
TAAR1 antagonist = human TAAR1 antagonists, primary screen, Fluo-8 calcium fluorescence, CHO RD-HGA16 cells; Trace amine-associated receptor 1 (Homo sapiens), Q96RJ0; antagonist; inhibition, % at 3 µM; actives 1.5% (n = 360,000); AID 624466, 2012;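 active means inhibition above a per-plate cutoff, the mean inhibition of test compounds on that plate plus 3 SD, cut at about 49% in these data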;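 further: 0% = DMSO plus EC80 beta-PEA response and 100% = DMSO alone without agonist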
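Test system: CHO RD-HGA16 cells bearing hTAAR1 | Reagent: β-PEA, EC80 | Compound dosing: 3 µM, single point | Schedule: Dye loading 75 min at 37 °C, then 30 min room temperature | Signal: Calcium fluorescence with Fluo-8 | Evaluation: Percent inhibition of PEA-evoked calcium signal, max/basal emission ratio | Control set: DMSO-only wells and EC80 β-PEA-stimulated wells | Repeats: Singlicate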
OXTR potentiate = human OXTR potentiators, primary screen, fluorescence, CHO-OTR cells, Fluo-8 calcium. activation, % at 3 µM. Fluo-8 calcium fluorescence, potentiator mode; 0% = oxytocin EC15, 100% = EC100. actives 0.061% (n = 320,000). AID 2445, 2010;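 active means activation above that plate's cutoff, the mean activation of tested compounds plus 3 SD, cut at about 6.6% in these data, passing the limit was not always enough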;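 further: 100% uses oxytocin at 75 nM as the full agonist control; some results filed as inactive read as strong as hits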
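Assay system: CHO cell line stably expressing human OTR. Reagent: EC15 oxytocin agonist. Dosing: single dose, 3.0 µM nominal final compound concentration. Timing: compound 6 min at room temperature before oxytocin, 100 s read. Signal: kinetic Fluo-8 calcium fluorescence. Controls: oxytocin EC15 low and EC100 high.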
* = called active by the depositor; nt = no result given.

SMILES	CHRM1 agonist	V1aR counter	CHRM1 antagonist	OXTR ag	CHRM1 PAM	CHO parental Ca	TAAR1 ag	TAAR1 antagonist	OXTR potentiate
CSCC[C@H](NC(=O)Nc1ccc(C)cc1)C(=O)O	7	1.5	-40	1.6	21	-4	1	-21	5
O=C(c1ccc(F)cc1)C1CCN(C(=S)Nc2ccc(F)cc2)CC1	-1	2.5	-7	0.8	5	-6	2	-26	-5
CC(C)C(O)(C#CCN1CCCCCC1)c1ccccc1 (configuration not stated)	-14	2.7	87*	0.4	-33	-17	10	-1	1
CCN(C(=O)COc1ccccc1)c1nnc(-c2cccnc2)s1	1	14	8	1.8	-6	-17	19	13	7
CCC(C)(C(=O)NC1CCCC1)N(C(=O)CNC(C)=O)c1ccccc1 (configuration not stated)	-5	-0.5	-3	-0.8	5	-28	6	-17	-7
CC(C)N(Cc1cnn(C)c1)Cc1nc(COc2ccccc2)no1	-1	1.5	-13	-0.9	8	-10	3	5	-3
COc1cc(NC(=O)CCc2nnc3ccc(N4CCC(C)CC4)nn23)cc(OC)c1	-6	-0.8	-10	-1.9	5	-31	-4	-9	-8
O=C(Nc1ccccc1C(=O)O)c1ccc(Cl)c(S(=O)(=O)N2CCOCC2)c1	0	-0.8	-1	-0.7	6	-5	5	-32	-1
COc1ccc(S(=O)(=O)Nc2c(C)c(C)cc3c2ncn3C)cc1	-9	1.9	-3	-0.2	12	-1	4	8	-5
COC(=O)c1ccccc1NCCO	-3	-0.8	3	-0.2	2	1	-1	-1	-7
COc1cccc(-n2nnc3c(=O)n(Cc4ccc(Br)cc4)cnc32)c1	-5	0.8	-6	0.4	3	-3	6	14	-1
COc1ccccc1N1CCN(C(=O)c2ccc3nc[nH]c3c2)CC1	-4	1.8	-1	0.9	2	6	3	-3	-4
COc1ccc(C2Nc3ccccc3NC3=C2C(=O)CC(C)(C)C3)cc1OC (configuration not stated)	0	1.0	-21	-0.7	7	8	9	1	-8
CCOc1ccc(NC(=O)CN(C)C(=O)c2c(-c3ccccc3Cl)noc2C)cc1OCC	-1	-1.1	-13	-0.7	10	-15	7	11	-9
CCOc1cc(C)c(S(=O)(=O)N2CCCCC2)cc1C	-7	-1.2	-6	-2.6	0	-18	0	-9	-2
COc1ccccc1N1CCN(C(=O)C2CCN(C(=O)c3ccc(C(C)(C)C)cc3)CC2)CC1	-1	1.8	-5	-0.3	8	-18	3	-24	-7
CC1=C(C(=O)OCc2ccccc2)C(c2ccc([N+](=O)[O-])cc2)NC(=O)N1C (configuration not stated)	-3	1.6	-15	-2.4	3	-22	1	14	0
S=C(NCc1ccccc1)NCc1cccc(Cl)c1	-2	nt	-7	nt	-3	nt	2	-10	nt
O=C(NCc1ccon1)C1CCC(=O)N(CCc2ccc(Cl)cc2)C1 (configuration not stated)	7	1.5	-11	0.0	19	-4	2	-28	-5
COc1cc2c(cc1OC)CN(C(=O)CCNS(=O)(=O)c1ccc(Br)cc1)CC2	-4	4.2	-15	0.2	10	-48	0	-12	-8
CCC(=O)N(Cc1cc(=O)[nH]c2ccccc12)c1ccccc1	-7	-0.5	31*	-0.1	-22	-6	-4	5	-1
O=C1[C@@H](Oc2ccccc2)[C@@H](c2ccccc2)N1c1cccnc1	-2	nt	7	nt	-5	nt	3	18	nt
Cc1nnc(SC(C)C(=O)Nc2ccc3ccccc3c2)n1C (configuration not stated)	-1	0.2	0	1.0	4	-13	1	-27	2
Cc1ccc(S(=O)(=O)Nc2cccc3cccnc23)cc1	-3	1.7	7	-0.4	5	42*	5	27	-14
CC(C)(C)c1ccc(C(=O)N2CCNCC2)cc1	-2	0.3	-5	1.1	15	-1	10	-13	2
COCCNC(=O)C12CC3CC(C1)CC(c1ccccc1)(C3)C2	-8	-0.7	-3	-1.6	5	-26	1	-12	-6
O=C(Oc1ccccc1)N1CCN(c2ccc(F)cc2)CC1	0	3.9	-14	0.9	12	0	2	13	-21
CC(C)Cc1nnc(NC(=O)CC(C)c2ccccc2)s1 (configuration not stated)	-2	0.3	-6	-2.0	-1	-17	1	-4	-2
COc1ccc(/C=C(\C#N)C(=O)Nc2cccc3ncccc23)cc1OC	-4	2.2	6	0.3	-3	-17	2	-8	9
CC[C@@]12C(=O)N(c3cccc(C)c3)C(=O)N1[C@H](c1ccc(OC)cc1)[C@@H]1C(=O)N(C(C)(C)C)C(=O)[C@@H]12	-4	-0.9	6	-2.8	1	3	nt	nt	-11
O=C(Cn1cnc2c(oc3ccccc32)c1=O)N1CCCc2ccccc21	-2	3.0	-11	4.0	6	-5	12	3	-7
O=C(Cc1ccsc1)NNC(=O)c1ccc(F)cc1	0	-0.9	-9	-0.3	8	-7	1	-2	-3
Clc1ccccc1CSc1cc2c(nn1)-c1ccccc1CC2	-5	0.5	-5	-0.7	1	-31	12	-8	-17
O=S(=O)(c1ccc(F)cc1)N1CCC(c2nc3ccccc3[nH]2)CC1	-6	0.7	-4	0.0	10	-8	-2	27	1
Nc1nonc1-n1nnc(C(=O)N/N=C/c2cccnc2)c1CSC1=NCCS1	-2	3.1	9	2.1	0	-13	5	-7	-5
COc1ccc(-c2cc(=O)oc3cc(OCc4nn[nH]n4)ccc23)cc1	-3	0.2	4	2.1	6	-8	19	-2	2
COc1ccc(NC(=O)/C(N=Nc2ccc(Cl)c(S(=O)(=O)Nc3ccc(Cl)cc3)c2)=C(\C)O)cc1	0	0.3	-9	1.1	15	-7	0	-11	-5
COCCNC(=O)Cn1nc(-c2ccccc2OC)ccc1=O	-4	0.2	-10	0.8	7	4	6	-2	-1
CC(=O)N1CCN(CC(=O)Nc2c(Cl)ccc(C)c2Cl)CC1	-2	0.1	0	1.0	5	-10	4	25	-6
CN(c1ccc(F)cc1)S(=O)(=O)c1ccc(Cl)c(C(=O)NCC2(N3CCOCC3)CCCCC2)c1	-8	nt	-3	nt	-3	nt	2	5	nt
CCCC(=O)NC(c1ccccc1)c1c(O)ccc2ccccc12 (configuration not stated)	0	0.5	-23	-1.5	19	-12	1	-10	-8
O=C(NCCc1nnc2ccc(NCc3cccnc3)nn12)c1ccccc1F	-6	1.1	-13	0.2	10	-11	2	-11	-2
COc1ccc(CCNS(=O)(=O)c2ccc3c(c2)CCCC3)cc1OC	-2	4.1	4	2.2	0	-20	-3	17	-9
N#CCC(=O)Nc1ccc(C(=O)OCC(=O)c2ccc3c(c2)NC(=O)CO3)cc1	-1	0.4	-12	0.3	10	0	9	-27	-1
O=C1NN(c2cccc(Br)c2)C(=O)/C1=C\c1ccc(N2CCOCC2)cc1	-1	1.0	-12	1.2	6	-8	nt	nt	-17
O=C(COC(=O)c1ccc(Cl)nc1)NCc1ccc(F)cc1	-3	-0.2	-7	0.3	5	-5	6	-19	-4

Random excerpt: 6 compounds from above
SMILES	CHRM1 agonist	V1aR counter	CHRM1 antagonist	OXTR ag	CHRM1 PAM	CHO parental Ca	TAAR1 ag	TAAR1 antagonist	OXTR potentiate
COc1ccc(NC(=O)/C(N=Nc2ccc(Cl)c(S(=O)(=O)Nc3ccc(Cl)cc3)c2)=C(\C)O)cc1	0	0.3	-9	1.1	15	-7	0	-11	-5
CCCC(=O)NC(c1ccccc1)c1c(O)ccc2ccccc12 (configuration not stated)	0	0.5	-23	-1.5	19	-12	1	-10	-8
O=C(COC(=O)c1ccc(Cl)nc1)NCc1ccc(F)cc1	-3	-0.2	-7	0.3	5	-5	6	-19	-4
O=C1NN(c2cccc(Br)c2)C(=O)/C1=C\c1ccc(N2CCOCC2)cc1	-1	1.0	-12	1.2	6	-8	nt	nt	-17
O=C(NCCc1nnc2ccc(NCc3cccnc3)nn12)c1ccccc1F	-6	1.1	-13	0.2	10	-11	2	-11	-2
N#CCC(=O)Nc1ccc(C(=O)OCC(=O)c2ccc3c(c2)NC(=O)CO3)cc1	-1	0.4	-12	0.3	10	0	9	-27	-1

Only CHRM1 antagonist (3 entries from above):
structure	CHRM1 antagonist
CCCC(=O)NC(c1ccccc1)c1c(O)ccc2ccccc12 (configuration not stated)	-23
COc1ccc(CCNS(=O)(=O)c2ccc3c(c2)CCCC3)cc1OC	4
O=C(NCCc1nnc2ccc(NCc3cccnc3)nn12)c1ccccc1F	-13
